Compound activity: PubChem BioAssay, several laboratories
NR2E3 ag-1: inhibitors of NR2E3-RetCOR corepressor binding, primary screen, NR2E3 agonist project, biochemical, TR-FRET, GST-NR2E3, biotin-RetCOR; Photoreceptor-specific nuclear receptor (Homo sapiens), Q9Y5X4; 1536-well; inhibition of corepressor binding, % at 4.78 µM; 0.12% of 320,000 active; AID 2300, 2010;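 active = percent inhibition above the cutoff of mean plus 3 SD of all tested compounds, set per screening campaign, cut at about 20% in these data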;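 also: 0% = DMSO wells and 100% = biotin wells as full block of FRET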
Target sequence (Q9Y5X4 whole entry, looked up): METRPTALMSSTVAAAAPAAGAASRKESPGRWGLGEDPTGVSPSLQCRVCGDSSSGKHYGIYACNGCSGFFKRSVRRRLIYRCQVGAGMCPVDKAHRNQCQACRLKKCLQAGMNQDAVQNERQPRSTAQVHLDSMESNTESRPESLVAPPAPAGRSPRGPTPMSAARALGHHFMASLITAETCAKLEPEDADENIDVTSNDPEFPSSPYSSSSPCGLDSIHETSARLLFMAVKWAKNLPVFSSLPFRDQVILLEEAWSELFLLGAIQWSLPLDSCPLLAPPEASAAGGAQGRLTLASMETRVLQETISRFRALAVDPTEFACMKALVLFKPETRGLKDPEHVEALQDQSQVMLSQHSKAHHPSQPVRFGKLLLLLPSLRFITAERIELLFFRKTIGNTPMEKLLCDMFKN
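Material: NR2E3–RetCOR corepressor complex / Amount: 1.35 nM GST-NR2E3 / Medium: Tris pH 7.5 / Compound: single nominal compound dose of 4.8 µM / Incubation: 5 h at 4 °C / Technique: TR-FRET, Eu(K)-anti-GST donor, streptavidin-D2 acceptor, ex 340, em 617/671 nm / Read-out basis: percent loss of FRET ratio relative to control wells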
Vif inh: HIV Vif self-association inhibitors, primary screen, imaging, HEK293T, single point | HEK293T cells, Vif self-association by quenched fluorescence, 24 h | inhibition, % at 7.49 µM | 0.35% of 340,000 active | AID 602346, 2012; in the data active = inhibition above about 50%, passing the limit was not always enough; inconclusive = no clear call, values can overlap the other calls; inactive = below about 31%; also: some results filed as inactive read as strong as hits
HIF-2a inh: HIF-2a reporter inhibitors, primary screen, luminescence, 786-0 RCC cells. 786-0 RCC cells HIF-2a reporter, luciferase luminescence, overnight. inhibition, % at 18.8 µM. 0.72% of 360,000 active. AID 624352, 2012;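 active = inhibition of the luminescence signal of 40% or more relative to plate controls, in a single-dose primary screen at 18.75 µM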
MITF TRPM1 inh: inhibitors of MITF-dependent TRPM1 promoter reporter, primary screen, cell-based, SK-MEL-5, single point, luciferase; 0.83% of 330,000 active; inhibition, % at 12.5 µM; AID 488899, 2010; SK-MEL-5 TRPM1 promoter luciferase, 24 h;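 active = mean inhibition across replicates of 60% or more, whatever share of single replicates reaches that level; inconclusive = some that reach 60%, reason not given; inactive = mean inhibition across replicates below 60%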; also: values of inactives mirror those of a sister screen read the other way
hiPSC survival: enhancers of single-cell hiPSC survival, primary screen, ATPlite luminescence; 100% = ROCK inhibitor wells, 0% = DMSO; survival enhancement, % at 20 µM; 0.044% of 360,000 active; AID 602274, 2012; in the data active = survival enhancement above about 18%;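 also: cells exposed to compounds for 16 hours before the ATP read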
CaV13 ICDI inh: Primary screen for inhibitors of IQ motif and Ca2+-dependent inactivation inhibitor domain binding in CACNA1D, Förster resonance energy transfer in living cells, …; HEK cells, CFP/YFP FRET ICDI-IQ, plate reader, 10 min; percent FRET-ratio fall versus neutral wells; inhibition, % at 12.3 µM; 0.098% of 340,000 active; AID 743397;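 active = mean replicate inhibition of at least 30% and at least 1% of replicates passing that level; inconclusive = only one of the two criteria is met; inactive = neither criterion is met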;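 also: 0% = median of the neutral control wells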
Peg3 prom inh: Peg3 promoter-driven luciferase inhibitors, primary screen, cell-based, HeLa, luciferase luminescence | HeLa PEG-Prom luciferase reporter, overnight | inhibition, % at 20 µM | 1.7% of 360,000 active;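 active = inhibition of at least 50% at 20 µM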
NR2E3 ag-2: NR2E3 agonists in two-hybrid cells, primary screen, cell-based, luminescence, CHO-S, Gal4-NCOR/VP16-NR2E3. Photoreceptor-specific nuclear receptor (Homo sapiens), Q9Y5X4. luciferase. 0.35% of 360,000 active. AID 602229, 2012. inhibition of corepressor binding, % at 3.98 µM;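 active = inhibition above the mean of all tested compounds plus 3 SD, cut at about 70% in these data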;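 also: 0% = DMSO with NR2E3 transfected cells and 100% = cells lacking NR2E3 construct; higher means lower luciferase signal from less NR2E3 corepressor binding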
PDI turbidity: inhibitors of human PDI, primary screen, biochemical, turbidity, single point, plate reader; 0.052% of 350,000 active; inhibition, % at 10 µM; PDI insulin aggregation turbidity, A650, 90 min; Protein disulfide-isomerase (Homo sapiens), P07237;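 active = mean inhibition across replicates of 30% or more, whatever share of single replicates reach that level; inconclusive = mean inhibition below 30% while every single replicate reaches 30%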;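 also: absorbance from insulin aggregation driven by PDI reduction with DTT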
Target sequence (P07237 whole entry, looked up): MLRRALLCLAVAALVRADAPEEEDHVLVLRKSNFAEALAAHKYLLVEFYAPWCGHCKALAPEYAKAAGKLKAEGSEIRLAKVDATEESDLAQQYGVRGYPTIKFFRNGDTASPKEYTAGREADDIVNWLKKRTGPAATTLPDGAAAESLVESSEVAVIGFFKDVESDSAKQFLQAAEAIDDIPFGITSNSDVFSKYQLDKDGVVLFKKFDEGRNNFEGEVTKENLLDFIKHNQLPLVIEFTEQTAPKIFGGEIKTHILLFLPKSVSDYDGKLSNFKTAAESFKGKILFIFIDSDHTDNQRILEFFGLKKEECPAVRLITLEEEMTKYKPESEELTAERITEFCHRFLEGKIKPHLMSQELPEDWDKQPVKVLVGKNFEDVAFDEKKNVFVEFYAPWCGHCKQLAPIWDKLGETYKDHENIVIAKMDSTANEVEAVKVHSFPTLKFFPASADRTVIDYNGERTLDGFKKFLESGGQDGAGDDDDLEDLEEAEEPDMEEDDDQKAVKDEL
aDG glyco up: activators of alpha-DG glycosylation, primary screen, uHTS, Pro5-aDG cells, AlphaScreen; alpha-DG glycosylation AlphaScreen (IIH6); 0% Pro5, 100% B10-LARGE cell signal; activation, % at 10 µM; 0.22% of 360,000 active;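 active = activation of at least 8% versus controls, or a plate z-score of at least 8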;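 also: Pro5 are CHO cells carrying HIG-tagged alpha-DG that lacks glycosylation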
Granule exo inh: LAMP-1 surface exposure blockers, TALL-104 cells – cell-based, flow cytometry, MLPCN library, primary screen | TALL-104 LAMP-1 surface exposure; cells stimulated with thapsigargin and PMA | inhibition, % at 10 µM | 0.66% of 360,000 active;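 active = inhibition above about 55%, limit read from the data; inconclusive = no clear call, values can overlap the other calls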
* marks the source's active call; other numbers are inactive results; ? = inconclusive; nt = no result given.

SMILES | NR2E3 ag-1 | Vif inh | HIF-2a inh | MITF TRPM1 inh | hiPSC survival | CaV13 ICDI inh | Peg3 prom inh | NR2E3 ag-2 | PDI turbidity | aDG glyco up | Granule exo inh
COc1ccc(CCNC(=O)CSc2nc3scc(-c4ccccc4)c3c(=O)[nH]2)cc1 | nt | 15 | -11 | 5 | 0.9 | -5 | 5 | 17 | -1 | 0.2 | -3
Cc1nc2ccccc2n1Cc1n[nH]c(=S)n1-c1ccc(Cl)cc1 | 1 | 0 | 11 | -5 | -0.3 | -4 | -4 | 20 | -11 | 0.0 | -2
Cc1ccc(C)c(-n2sc3ccc(F)cc3c2=O)c1 | 1 | -5 | -13 | 8 | -3.5 | -9 | 9 | 63 | -3 | 1.0 | -2
CC(C)CN(C(=O)CSc1nnc2c(Cl)cc(C(F)(F)F)cn12)C1CCS(=O)(=O)C1 (configuration not stated) | 3 | 10 | 3 | 8 | 9.6 | -4 | 7 | 5 | -9 | 0.0 | -2
Nc1nnc(CSCc2ccccc2)s1 | -1 | 12 | -11 | 4 | 0.0 | nt | -16 | -4 | -2 | -0.2 | 3
NS(=O)(=O)c1cc2c(cc1Cl)NC(C(Cl)Cl)NS2(=O)=O (configuration not stated) | 7 | 14 | 2 | -2 | 4.9 | -5 | 6 | 10 | 0 | 0.2 | 0
Cc1noc(C)c1C(=O)Nc1ccccc1N1CCCC1 | 2 | -2 | 11 | 7 | -0.2 | -2 | 9 | -18 | 2 | -0.1 | 8
O=C1c2cccc3cccc(c23)C(=O)N1OS(=O)(=O)c1ccc(Cl)cc1 | 1 | -1 | 7 | 7 | -0.3 | -5 | 13 | -5 | -8 | -0.1 | 0
Cc1ccc(C(=O)NC(=S)c2c(C)cc3ccccn23)cc1 | nt | 5 | -153 | nt | -2.7 | -13 | -175 | -27 | -4 | 0.1 | 0
Cc1sc2nc(COC(=O)c3c(F)cccc3F)[nH]c(=O)c2c1C | -4 | -6 | -3 | -6 | -0.7 | -6 | -37 | 1 | 8 | 0.3 | -1
COc1cc2cc(C(=O)N3CCC(Cc4ccccc4)CC3)[nH]c2cc1OC | 5 | -7 | 0 | -17 | 0.1 | -19 | 3 | 17 | 8 | 0.1 | -7
Cc1noc(C)c1S(=O)(=O)N(C)C[C@@H]1OCc2cn(nn2)CCCC(=O)N([C@@H](C)CO)C[C@H]1C | nt | -9 | 14 | nt | -2.1 | -4 | -8 | 5 | -1 | 1.0 | 5
O=C1/C(=C/c2ccco2)CCC1C1CCCC1 (configuration not stated) | -1 | -11 | -22 | -16 | 1.7 | -2 | -45 | 13 | -6 | 0.2 | -8
O=C(/C=C/c1ccccc1)CC(O)(c1ccccc1)C(F)(F)C(F)F (configuration not stated) | 2 | 7 | 70* | 19 | -1.1 | -10 | 101* | 12 | 7 | -0.1 | 9
C/C(=N/NC(=O)c1ccccn1)c1ccncc1 | -2 | 0 | -174 | -33 | 1.5 | -3 | -127 | -81 | -4 | 0.1 | 2
CCC(C)NC(=O)CN(c1ccc(OC)cc1)S(=O)(=O)c1ccccc1 (configuration not stated) | -1 | -7 | -6 | 2 | -0.2 | 16 | 2 | 15 | 1 | -0.3 | -1
CC(OC(=O)c1ccc(CN2CCCC2=O)cc1)C(=O)Nc1ccc(Cl)cc1 (configuration not stated) | 1 | -1 | 5 | 1 | -0.1 | -7 | 14 | 5 | 9 | 0.2 | 1
COc1ccc2oc(C(=O)OCC(=O)N(CC(C)C)c3c(N)n(Cc4ccccc4)c(=O)[nH]c3=O)c(C)c2c1 | 2 | -3 | 3 | -1 | -0.6 | -7 | 4 | 4 | -5 | 0.3 | 2
S=C(Nc1ccccc1)N1CCCN1c1ccccc1 | 1 | 15 | -1 | 8 | 2.2 | -3 | 8 | -5 | 3 | 0.2 | 3
C/C(=N\NC(=O)c1ccccc1Br)c1ccc(N2CCOCC2)cc1 | 2 | -2 | -16 | -5 | -0.4 | -6 | 7 | -19 | -2 | 0.3 | 1
Nc1nc2cc(Br)ccc2o1 | nt | -7 | -19 | -9 | -0.6 | -5 | -12 | -5 | -18 | 0.1 | 1
Cc1ccc(NC(=O)CN2C(=O)NC3(CCCCC3)C2=O)cc1S(=O)(=O)N1CCOCC1 | nt | -1 | 2 | -13 | 1.1 | -6 | 14 | -12 | 4 | -0.3 | 6
Cc1nc2ccc(S(=O)(=O)N3CCCCC3)cc2s1 | 2 | ? | 14 | 10 | -0.4 | -3 | 2 | -2 | -6 | 0.7 | -1
O=C(N/N=C/c1cccs1)c1cccc(NC(=O)c2ccccc2Cl)c1 | 2 | -1 | -100 | -10 | -0.3 | -17 | -38 | -29 | 7 | 0.4 | -1
COc1cc(/C=N/NC(=O)CNC(=O)c2ccco2)ccc1O | 2 | 8 | -6 | -1 | 0.8 | -5 | 13 | 0 | 0 | -0.6 | -2
Cc1cccc(OCCc2nnc(N)s2)c1C | 2 | -12 | -3 | 2 | 0.1 | nt | -34 | -13 | -11 | -0.1 | 5
O=C(CSc1nnc(-c2cccnc2)s1)Nc1ccnc2ccccc12 | 1 | -1 | 18 | 20 | 0.4 | -5 | 11 | -18 | 11 | 5.6 | 0
Cc1ccc(-n2nc3cc(Cl)c(NC(=O)c4ccco4)cc3n2)cc1 | -3 | -7 | -173 | -16 | 2.4 | -5 | -197 | -117 | -10 | -0.2 | 1
Cc1nc(NCCN2CCOCC2)c2oc3ccccc3c2n1 | -1 | -4 | 10 | -2 | 0.0 | nt | 12 | -12 | 3 | -0.2 | -3
O=C(Nc1ccc(Cl)cc1)Nc1nnc(CSCc2ccc(Cl)cc2)s1 | 2 | -9 | 1 | 40 | -0.2 | -3 | 28 | -6 | 14 | -0.2 | 1
O=C(c1ccc(S(=O)(=O)N2CCCC2)cc1)N1CCN(c2ccccc2)CC1 | 4 | 1 | -14 | -18 | -0.6 | -3 | -10 | -21 | -6 | 0.0 | -9
COc1ccc(N(CC(=O)NCCc2ccc(OC)c(OC)c2)S(=O)(=O)c2c(C)noc2C)cc1 | 0 | -4 | 4 | 2 | 0.2 | -4 | 7 | 5 | 12 | 0.0 | 1
CCOC(=O)Cc1c(C)c2c(C)nn(-c3ccccc3)c2oc1=O | 0 | 1 | 8 | -1 | -0.4 | -4 | 5 | -37 | 12 | 0.5 | -1
Cc1ccc(C(=O)N(CCCN(C)C)c2nc3ccc(Cl)cc3s2)cc1C | 1 | -4 | -29 | -7 | -0.5 | -5 | 56* | -11 | -2 | 2.3 | 30
COc1ccnc(N2CCN(c3ccc(Cl)cc3)CC2)c1C#N | 5 | -9 | -72 | -10 | 0.9 | -9 | -25 | 2 | 0 | 0.9 | -2
Cc1ccc(NC(NC(=O)c2cccnc2)C(Cl)(Cl)Cl)cc1 (configuration not stated) | 0 | -10 | 12 | 5 | -0.7 | -3 | -13 | -25 | 2 | 0.2 | -7
O=C(N=c1ccn(-c2nc3ccccc3nc2NS(=O)(=O)c2ccc(Cl)cc2)cc1)c1cccs1 | -3 | 82* | -10 | 7 | -0.5 | -113 | 7 | -33 | -4 | 0.1 | -1
O=C(CN1C(=O)NC2(CCCC2)C1=O)Nc1cccc(Cl)c1Cl | -4 | 5 | 11 | -7 | 0.1 | -7 | 12 | 2 | 12 | -0.1 | -10
COc1ccc(-c2nc(C#N)c(N3CCCCC3)o2)cc1 | 3 | -3 | -55 | -31 | -0.6 | -2 | -32 | -24 | 6 | -0.1 | -6
C=CCNC(=O)C(=O)NCCCN1CCOCC1 | -4 | 2 | 10 | nt | 1.9 | -13 | -3 | -27 | 3 | 0.0 | -3
O=C(C(Cc1ccccc1)N1C(=O)C2C3CCC(C3)C2C1=O)N1CCCCC1 (configuration not stated) | 1 | 9 | 4 | 6 | 2.2 | -9 | -11 | 8 | -4 | -0.1 | -2
CCCOC1CCCN(Cc2nc(-c3ccc(C(=O)OC)cc3)no2)C1 (configuration not stated) | 1 | 0 | 20 | -1 | -0.3 | -9 | 12 | 3 | -1 | -0.2 | -1
Cc1ccc(S(=O)(=O)N(C)C)cc1NC(=O)C1CCCCN1S(=O)(=O)c1ccccc1 (configuration not stated) | -2 | 6 | -4 | 8 | -0.4 | -6 | 4 | -5 | -1 | 2.9* | 1
CN(C)C(=O)c1cccc(-c2cnc3c(NC=O)cc(-c4ccccc4N(C)C)cn23)c1 | nt | ? | 11 | nt | 1.9 | -17 | 5 | 10 | -14 | -0.1 | -8
COc1ccc(-n2c(C)cc(C(=O)COc3ccc(C)nc3[N+](=O)[O-])c2C)cc1 | 4 | -16 | 34 | 5 | -1.2 | -6 | -15 | 16 | -8 | -0.3 | -2

Some of the entries so far, with tabs:
SMILES	NR2E3 ag-1	Vif inh	HIF-2a inh	MITF TRPM1 inh	hiPSC survival	CaV13 ICDI inh	Peg3 prom inh	NR2E3 ag-2	PDI turbidity	aDG glyco up	Granule exo inh
Cc1nc(NCCN2CCOCC2)c2oc3ccccc3c2n1	-1	-4	10	-2	0.0	nt	12	-12	3	-0.2	-3
O=C(Nc1ccc(Cl)cc1)Nc1nnc(CSCc2ccc(Cl)cc2)s1	2	-9	1	40	-0.2	-3	28	-6	14	-0.2	1

Results in CaV13 ICDI inh and Peg3 prom inh, for some of the entries so far:
| smiles | CaV13 ICDI inh | Peg3 prom inh |
| --- | --- | --- |
| COc1ccc(-c2nc(C#N)c(N3CCCCC3)o2)cc1 | -2 | -32 |
| C=CCNC(=O)C(=O)NCCCN1CCOCC1 | -13 | -3 |

The listing continues.
SMILES | NR2E3 ag-1 | Vif inh | HIF-2a inh | MITF TRPM1 inh | hiPSC survival | CaV13 ICDI inh | Peg3 prom inh | NR2E3 ag-2 | PDI turbidity | aDG glyco up | Granule exo inh
Cc1ccc(C(=O)N2CCN(c3ccccc3O)CC2)cc1S(=O)(=O)N1CCCCC1 | 0 | 6 | 12 | 1 | -0.3 | -15 | -11 | -14 | 1 | -0.2 | 17
COC(=O)c1ccc(OC(=O)c2ccncc2)cc1O | -1 | -6 | 18 | -15 | -0.7 | -15 | 11 | -6 | -3 | -0.3 | 1
Cc1nn(C(C)C(=O)NCCc2ccco2)c(=O)c2nn(-c3ccccc3)c(C)c12 (configuration not stated) | -4 | 1 | 9 | -3 | -0.5 | -7 | -53 | -7 | -8 | 0.3 | -6
N#Cc1c(-c2ccc(F)cc2)nc2n(c1=O)CCS2 | 2 | -1 | 8 | 4 | 3.7 | -8 | 1 | -8 | -1 | -0.2 | -2
